CAL PDZ FP-1 – blocks peptide binding to the human CAL PDZ domain | inhibition, % at 24.9 µM | AID 602252 | actives 0.92% (n = 300,000) | purified CAL PDZ, TMR-peptide fluorescence polarization, 1 h;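 active = mean inhibition of at least 30% with at least half of replicates also reaching 30%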;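 also: 0% = DMSO neutral control and 100% = excess unlabeled competitor peptide PRC23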
Keap1 Nrf2 FP – Keap1-Nrf2 (human) interaction inhibition; Q14145; Keap1 Kelch-Nrf2 peptide fluorescence polarization, 1536-well; inhibition, % at 9.4 µM; actives 0.15% (n = 340,000); AID 504523; in the data active = inhibition above about 12%;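 also: human Keap1 Kelch domain with fluorescein labeled Nrf2 9mer peptide probe; 0% = neutral control wells and 100% = peptide positive control; higher means more block of Keap1 binding to Nrf2 peptide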
Target sequence (Q14145 whole entry, looked up, the tested form may be a part): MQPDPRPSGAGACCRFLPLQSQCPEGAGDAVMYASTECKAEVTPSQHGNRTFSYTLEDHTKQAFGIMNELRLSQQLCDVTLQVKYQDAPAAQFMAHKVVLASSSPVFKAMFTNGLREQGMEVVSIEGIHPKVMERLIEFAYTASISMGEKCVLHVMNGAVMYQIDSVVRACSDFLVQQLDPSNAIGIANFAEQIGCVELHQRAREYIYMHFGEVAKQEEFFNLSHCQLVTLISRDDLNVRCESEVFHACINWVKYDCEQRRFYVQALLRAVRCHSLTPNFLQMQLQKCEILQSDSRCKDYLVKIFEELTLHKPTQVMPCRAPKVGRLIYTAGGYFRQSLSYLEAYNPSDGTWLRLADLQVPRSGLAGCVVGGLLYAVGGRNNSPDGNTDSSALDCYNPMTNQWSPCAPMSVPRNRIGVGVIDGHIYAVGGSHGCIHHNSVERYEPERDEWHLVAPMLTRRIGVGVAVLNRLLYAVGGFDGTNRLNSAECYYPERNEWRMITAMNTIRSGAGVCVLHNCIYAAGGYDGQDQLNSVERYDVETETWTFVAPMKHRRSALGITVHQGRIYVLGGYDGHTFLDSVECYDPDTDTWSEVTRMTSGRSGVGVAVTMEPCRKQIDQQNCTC
CAL PDZ FP-2 – human CAL PDZ-peptide interaction inhibition | purified CAL PDZ, TMR-peptide fluorescence polarization, 1 h | Q9HD26 | inhibition, % at 20 µM | actives 0.02% (n = 330,000) | AID 504414;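 active = highest replicate inhibition of at least 40%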;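 also: plate controls were DMSO neutral control wells for no effect and unlabeled competitor peptide control wells for full effect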
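Test system: purified CerCALP PDZ construct; Compound dosing: one concentration, 20 µM compound; Also added: TMR-labelled reporter peptide T*-PRC34 bound in PDZ groove; Read-out: inhibition from polarization loss; Controls: unlabelled peptide and DMSO controls; Signal: FP readout, S and P plane fluorescence; Incubation: 1 h at RT.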
LANA DNA inh – blocks KSHV LANA C-terminal domain binding to DNA. inhibition, % at 9 µM. MBP-C-LANA/FAM-LBS DNA binding, fluorescence polarization. actives 0.078% (n = 340,000);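 active = highest replicate inhibition at or above 60% at 9 µM, even if other replicates fall short; inactive = all replicates below 60% inhibition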;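 also: 0% = neutral control wells and 100% = 4 µM acridine orange control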
PKA-R2B act – activates the human PKA-R2B holoenzyme complex; PKA-R2B holoenzyme dissociation, Cy5-IP20 fluorescence polarization; R2B truncated from residue 108, S112A mutant; 0% DMSO only, 100% 113 µM cGMP; activation, % at 11.4 µM; actives 0.079% (n = 340,000); AID 504700;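 active = activation above a cutoff set at the mean over all compounds plus 3 SD, cut at about 18% in these data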;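 also: higher means more holoenzyme dissociation and a rise in polarization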
Target sequence (P31323 whole entry, looked up, other chains not shown, the tested form may be a part): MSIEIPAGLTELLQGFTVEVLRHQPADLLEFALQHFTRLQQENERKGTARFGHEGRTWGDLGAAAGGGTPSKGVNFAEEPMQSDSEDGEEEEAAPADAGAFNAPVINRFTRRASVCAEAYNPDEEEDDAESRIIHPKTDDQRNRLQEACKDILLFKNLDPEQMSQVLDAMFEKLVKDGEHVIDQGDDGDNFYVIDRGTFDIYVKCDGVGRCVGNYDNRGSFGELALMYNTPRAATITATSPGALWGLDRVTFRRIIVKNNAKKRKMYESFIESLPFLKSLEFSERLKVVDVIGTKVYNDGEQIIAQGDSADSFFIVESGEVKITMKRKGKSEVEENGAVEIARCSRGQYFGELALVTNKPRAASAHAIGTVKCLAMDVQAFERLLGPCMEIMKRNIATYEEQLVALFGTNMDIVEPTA
DAGLB inhibitor – blocks human DAGLB lipase activity | Q8NCG7 | inhibition, % at 5.17 µM | AID 504411 | actives 0.059% (n = 340,000) | HEK293T DAGLB membrane lysate, EnzChek fluorogenic substrate; in the data active = inhibition above about 34%;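 also: 0% = enzyme with vehicle and 100% = wells lacking enzyme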
SR-BI uptake up – activators of SR-BI mediated HDL lipid uptake | CHO ldlA[mSR-BI] cells, DiI-HDL uptake fluorescence, 3 h; 100 = double the neutral-control signal | activation, % at 12.5 µM | actives 0.096% (n = 320,000) | AID 504775;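 active = mean replicate activation of at least 60% and every replicate at or above 60%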;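 also: 0% = median plate neutral-control signal and 100% = twice that signal; values of inactives mirror those of a sister screen read the other way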
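Assay system: CHO ldlA[mSR-BI] cells, LDL receptor-null, SR-BI overexpressing; medium: Ham's F12 with 0.5% BSA, HEPES 25 mM, pH 7.4; also added: DiI-HDL 10 µg/mL; timing: 3 h uptake period with compound, 37 °C; signal: DiI fluorescence, bottom read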
Rtt109 Vps75 – blocks Candida albicans Rtt109/Vps75 acetyltransferase activity; Q5AAJ8; purified Rtt109/Vps75, ThioGlo CoA-SH fluorescence, 4 h; inhibition, % at 34.9 µM; actives 0.16% (n = 330,000); AID 540336;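 active = inhibition of at least 50% in every replicate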
cardiac RTF act – increases calcium sensitivity of human cardiac regulated thin filaments. actives 0.24% (n = 340,000). activation, % at 7.2 µM. P19429+P45379. IANBD-labeled TnC RTF fluorescence at EC20 calcium; 0% EC20 calcium, 100% full calcium;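 active = activation above the mean over all tested compounds plus 3 SD, cut at about 30% in these data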;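 also: rise in fluorescence read as greater calcium sensitivity of cardiac thin filaments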
RTF Ca sens inh – cardiac RTF calcium desensitization. P19429+P45379. IANBD-labeled cardiac RTF, Ca2+ fluorescence. inhibition, % at 7.15 µM. actives 0.12% (n = 340,000);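 active = inhibition above the mean inhibition of all tested compounds plus 3 SD, cut at about 17% in these data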;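 also: assay run at fixed EC70 calcium of 1.6 mM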
Active calls of the source: *; x = no result given. No enrichment for hits. About 1.6% of those tested had a hit in this group.

smiles	CAL PDZ FP-1	Keap1 Nrf2 FP	CAL PDZ FP-2	LANA DNA inh	PKA-R2B act	DAGLB inhibitor	SR-BI uptake up	Rtt109 Vps75	cardiac RTF act	RTF Ca sens inh
C/C(=N/OC(=O)c1ccc(Cl)cc1Cl)c1oc(C)nc1C	-7.6	-5.8	-1.4	-1.2	-9.9	-0.4	-18.8	-2.9	5.0	-2.0
CS(=O)(=O)NCC(c1cccnc1)N1CCN(c2ccccc2F)CC1 (stereo not drawn)	x	-0.1	-0.8	0.5	1.3	0.2	x	-22.8	-3.7	-6.9
CCC(C)(C(=O)NC1CCCC1)N(C(=O)c1ccccn1)c1ccc(C)cc1 (stereo not drawn)	6.7	1.8	-0.5	-1.2	6.4	1.0	-21.3	-1.8	-5.2	-4.9
COc1ccc(OC)c(NC(=O)CN2c3cccc4cccc(c34)S2(=O)=O)c1	-5.0	2.2	-1.3	2.7	2.2	-5.5	-11.8	-4.4	-5.2	-5.2
Oc1cccc(NC(=S)N=Nc2c(O)[nH]c3ccccc23)c1	-8.2	0.1	-0.5	-7.8	-1.6	8.0	-16.2	21.3	-5.6	8.6
CCN(CC(=O)Nc1ccc2c(c1)OCO2)Cc1nc2ccccc2c(=O)[nH]1	-3.1	-2.0	-2.8	1.5	0.9	-1.5	5.2	13.8	-0.2	2.6
COC(=O)c1cc(Br)c(=O)n(CC(C)C)c1	-0.1	-0.2	-0.3	1.0	-11.5	0.3	-10.7	4.4	-0.5	10.3
Oc1c(CN2CCOCC2)cc(CN2CCOCC2)c(O)c1CN1CCOCC1	-2.5	-8.3	-1.5	1.3	-10.2	0.2	6.2	14.1	4.3	-5.8
COc1ccc(C(=O)NC(=S)Nc2ccc3[nH]c(=O)[nH]c3c2)cc1	-3.9	0.3	-0.5	1.1	6.5	-3.4	-18.5	-6.8	-5.2	-41.6
Cc1cccc(Nc2nn3c(=O)c4ccccc4nc3s2)c1	-2.5	-6.8	-0.9	-0.1	2.9	-0.2	8.3	5.4	-0.2	-7.1
COC(=O)c1nc(-c2ccc(C)cc2)oc1N(C)C	-3.0	-6.5	-2.0	-1.3	4.0	-0.8	-5.3	4.0	-0.3	5.5
CCOC(=O)c1cnn(CCOC(=O)c2ccc(F)cc2)c1NC(=O)c1ccc(F)cc1	x	-6.6	-0.8	1.4	2.0	-1.0	-2.6	15.7	2.2	-3.6
CCOC(=O)c1nc2sc3c(c2c(=O)[nH]1)CCC(C)C3 (stereo not drawn)	-2.8	0.0	-3.1	1.6	0.8	-0.7	x	-10.2	2.1	-2.1
COc1ccc(C(CCN2CCOCC2)c2c(OC)cc(OC)c3ccc(=O)oc23)cc1 (stereo not drawn)	-3.7	2.8	-0.4	-0.5	1.4	-2.1	7.3	2.7	-4.4	-5.2
Cc1cccc(COC(=O)C(Cc2ccccc2)NC(N)=O)c1 (stereo not drawn)	-3.5	-2.0	-3.5	-1.2	6.5	-2.1	-0.8	0.7	-4.5	-6.6
O=C(C1CC(=O)N(c2ccc3c(c2)OCCO3)C1)N1CCN(c2cccc(C(F)(F)F)c2)CC1 (stereo not drawn)	2.6	1.9	-0.2	-1.0	7.0	0.3	-0.1	-3.3	-17.0	1.1
CCCc1cc(=O)[nH]c(SCC(=O)N2CCCC2=O)n1	3.8	-1.0	-1.1	-1.3	-2.1	2.9	11.2	-5.0	-2.6	-7.1
Cc1sc2ncnc(N3CCC(C(=O)NNC(=O)COc4ccccc4Cl)CC3)c2c1C	x	-0.8	-2.5	-0.8	-2.8	3.6	-60.3	3.0	-13.4	-13.5
O=C(Nc1ccccc1C(F)(F)F)N1CCN(c2ccc3nncn3n2)CC1	x	1.3	-0.6	0.2	0.7	-0.8	-6.3	0.3	3.5	-7.0
O=C(COc1coc(CN2CCN(c3cccc(Cl)c3)CC2)cc1=O)NC1CCCC1	-3.5	-0.6	-1.9	-0.5	14.2	-1.9	13.6	1.2	2.3	-10.5
N#C/C(=C/c1cc(Cl)c(O)c(Cl)c1)C(=O)N1CCCCC1	2.7	6.6	0.8	0.5	3.5	3.1	3.1	14.0	-3.5	-4.1
CC1CCCN(C(=O)c2ccc(-c3ccccc3Cl)o2)C1 (stereo not drawn)	0.3	-5.2	-2.5	-0.7	1.8	-7.0	-8.4	-6.7	1.2	-14.2
O=C(CCCOc1ccc(Cl)cc1Cl)Nc1ccc(O)cc1C(=O)O	-6.2	-0.2	-2.3	0.5	-4.7	2.5	7.6	11.3	-4.0	-12.4
COc1ccccc1CN1C[C@@H]2C[C@@H](C3=Cc4cc(Cl)ccc4OC3)N3CCC[C@@]23C1=O	4.1	-8.4	-3.3	0.2	-4.3	-11.4	-40.2	3.4	3.4	0.8
O=S(=O)(NCc1ccccc1)c1cccc2nonc12	x	-0.2	0.0	-0.7	-5.7	-0.9	14.5	-7.3	-6.0	3.2
COC(=O)C1CCN(C(=O)Nc2ccc(OC)cc2)CC1	-1.4	-5.6	-0.5	-1.1	-0.1	-1.1	-7.1	6.2	7.4	-1.6
COc1ccccc1CCN1C(=S)NC(C)(C)CC1(C)O (stereo not drawn)	-2.2	0.6	-0.3	0.2	6.4	-10.3	-31.7	1.6	-4.3	-7.7
COc1ccc(S(=O)(=O)N(C)C)cc1NCC(=O)Nc1ccc(Br)cc1F	1.1	-0.7	0.2	0.0	-3.6	-6.1	-5.7	-11.3	-4.1	6.2
CCN(C(=O)Cc1c(C(=O)O)n(C)c2ccccc12)c1cccc(C)c1	-0.1	1.9	-1.8	0.7	5.2	0.5	-0.5	x	0.2	-11.0
CCc1nnc(NS(=O)(=O)c2ccc(N/C=C\C(=O)c3ccc(C)cc3)cc2)s1	0.0	-3.2	-0.3	1.3	-10.7	6.3	-15.8	-4.4	-1.3	0.9
C/C(=N/Nc1ccc(C(=O)O)cc1)c1ccc2c(c1)Nc1ccccc1S2	-1.6	-0.9	0.6	3.2	0.4	11.2	-10.7	-5.2	0.1	1.0
Cc1c(NC(=O)c2cc(-n3cnnc3)ccc2Cl)cccc1-c1nc2ccccc2o1	0.8	0.8	-1.3	-1.6	-1.7	-1.0	-30.3	1.6	-5.8	1.6
O=C(CO/N=C/c1ccccc1OC(F)F)NC1CCCCC1	-3.9	-1.2	-2.8	-1.0	-6.7	2.0	-8.4	-2.6	4.0	-1.4
Cc1ccc(NC(=O)OCCNC(=O)c2ccncc2)cc1	-0.2	-7.6	-1.6	-0.3	-0.4	-1.6	11.8	0.1	2.0	13.5
NC(=O)c1ccc(NC(=O)CCN=C2NS(=O)(=O)c3ccccc32)cc1	-3.8	0.4	-1.9	-0.2	4.0	-0.2	0.2	-10.8	2.9	-16.6
CC(C)NC(=S)N/N=C/c1cccnc1	-2.7	-1.9	-1.5	-1.6	-1.9	-1.1	-12.0	4.3	7.5	3.4
Cc1cccc(COc2ccc(/C=N/NC(=O)c3nnn(-c4nonc4N)c3CN3CCCCC3)cc2)c1	x	-0.8	1.1	-0.2	-9.7	-0.6	-11.0	-14.8	0.5	-9.8
Cc1ccc(Nc2nc(-c3cccs3)cs2)nc1	-1.3	-4.8	-2.1	-1.3	-17.0	2.2	-29.5	1.1	5.8	-10.5
O=C(Cn1cnc2c(nnn2-c2ccc(F)cc2)c1=O)NCC1CCCO1 (stereo not drawn)	-3.2	-2.5	-0.3	-0.6	-1.9	2.3	6.2	-3.1	-1.9	2.2
O=C(CN1C(=O)NC2(CCCCC2)C1=O)Nc1cccc(S(=O)(=O)N2CCCC2)c1	x	0.7	-0.4	0.5	-0.4	-0.7	-2.3	-1.4	7.3	-1.1
CCOc1ccc(/C=C2/SC(=S)N(n3c(C)ccc3C)C2=O)cc1	-2.8	1.1	-0.3	-0.7	-14.5	-7.0	-51.5	-13.2	2.0	-2.4
CCCS(=O)(=O)N1CCCC(C(=O)NCCc2cccc(C)c2)C1 (stereo not drawn)	-5.6	-4.4	0.0	-1.2	-2.6	-2.3	-8.3	-7.6	0.3	-1.9
Cc1cc(NC(=O)c2cc3n(n2)C(C(F)(F)F)CC(c2ccc(Cl)c(Cl)c2)N3)no1 (stereo not drawn)	1.0	3.6	-0.3	1.0	0.6	-0.9	-22.6	11.2	-1.2	-9.7
O=C1/C(=C/c2cccnc2)SC(=S)N1c1ccc(F)cc1	-3.2	-0.2	-0.4	4.6	7.2	-3.9	23.7	1.2	6.9	2.9
Cc1ccc(OCCC(=O)OCC(=O)NC(=O)NCc2ccccc2)cc1	x	-1.0	0.0	-0.1	-8.6	3.1	6.0	-9.0	-0.2	1.9
COCC(=O)Nc1sc2c(c1C(=O)OC)C(C(=O)OC)CC2 (stereo not drawn)	-2.9	-1.7	0.0	0.9	-2.5	-1.5	-0.4	-1.0	-2.5	-11.3
CC(=O)Nc1cc(NC(=O)CCCC(=O)O)ccc1Cl	-6.0	2.2	-0.3	2.0	7.7	-1.7	14.4	-0.3	0.9	3.6
CC[C@H](C)[C@H](NC(N)=O)C(=O)NCCc1ccc(Cl)cc1	3.6	3.8	-2.3	-0.4	9.0	-0.3	-1.7	3.5	0.6	-8.6
Cc1ccc(OCC(=O)N(C)CC(=O)Nc2ccc(N3CCOCC3)cc2)cc1	2.1	-2.4	-1.6	-0.2	3.6	0.1	16.4	1.7	-2.5	8.2
Cc1ccccc1NC(=O)C1CCC(=O)N1 (stereo not drawn)	-2.1	-8.8	-3.9	-2.8	14.4	0.3	-68.7	1.8	-4.2	-2.8
Cc1[nH][nH]c(=O)c1N=Nc1ccccc1	x	0.6	-1.2	0.1	-7.2	-0.7	0.5	15.9	-3.8	0.5
CCN(CC)S(=O)(=O)c1ccc(Cl)c(C(=O)Nc2ccc(Cl)cc2[N+](=O)[O-])c1	-3.0	-5.0	-1.7	-0.3	9.3	-3.7	-60.9	-1.1	-10.1	-3.1
CCc1c(C2(O)CCCCC2)[nH]c2ncccc12	-1.8	-0.8	0.5	-0.6	-3.3	-5.3	13.4	-9.6	-1.5	0.4
CC(C)[C@H](NC(=O)C1CCN(S(=O)(=O)c2ccc(F)cc2)CC1)C(=O)N1CCCC1	3.3	-0.4	-0.9	1.4	-7.7	0.9	4.8	-6.7	-3.0	-3.4
O=C(O)c1ccc(Nc2nc(-c3cccnc3)cs2)cc1	-7.6	0.8	-0.2	-0.4	0.4	-3.9	0.3	-2.5	-2.7	4.0
